MITF inh: inhibitors of human MITF | AlphaScreen MITF homodimerization, bead proximity signal | AID 1259374 | O75030 | 650,000 compounds, 0.91% hits | inhibition, % at 2.6 µM; in the data active = inhibition above about 50%;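 also: 0% = vehicle wells with protein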
FBW7 activator: activators of human E3 ligase FBW7; AlphaScreen FBW7–phospho-cyclin E peptide binding, activator screen; 650,000 compounds, 0.13% hits; normalized activity (activation), % at 26.1 µM; Q969H0; in the data active = normalized activity above about 1.9%;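 also: purified mutant Fbw7 with reduced substrate affinity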
Target sequence (Q969H0 whole entry, looked up): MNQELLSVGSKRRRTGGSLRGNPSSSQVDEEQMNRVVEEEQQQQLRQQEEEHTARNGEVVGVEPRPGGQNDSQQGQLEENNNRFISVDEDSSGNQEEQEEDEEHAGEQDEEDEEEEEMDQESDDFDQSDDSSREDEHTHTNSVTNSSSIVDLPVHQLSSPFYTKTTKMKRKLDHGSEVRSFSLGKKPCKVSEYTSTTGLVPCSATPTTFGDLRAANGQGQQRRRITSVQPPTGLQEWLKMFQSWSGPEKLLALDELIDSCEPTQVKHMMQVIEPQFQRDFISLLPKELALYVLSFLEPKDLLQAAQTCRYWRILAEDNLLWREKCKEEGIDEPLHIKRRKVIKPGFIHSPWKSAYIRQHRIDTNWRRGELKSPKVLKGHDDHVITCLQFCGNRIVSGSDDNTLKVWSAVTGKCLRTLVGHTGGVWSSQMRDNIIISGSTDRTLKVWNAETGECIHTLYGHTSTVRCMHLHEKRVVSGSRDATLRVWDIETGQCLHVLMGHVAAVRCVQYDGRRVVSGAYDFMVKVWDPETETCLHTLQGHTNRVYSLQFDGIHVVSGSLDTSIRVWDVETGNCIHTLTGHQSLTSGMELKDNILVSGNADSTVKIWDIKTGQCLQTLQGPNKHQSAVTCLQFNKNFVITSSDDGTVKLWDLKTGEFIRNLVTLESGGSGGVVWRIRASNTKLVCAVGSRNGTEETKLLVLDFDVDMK
TEAD-YAP inh: TEAD-YAP interaction inhibition; AID 1259422; HEK-TIYL cells, TEAD-Gal4/YAP UAS-luciferase luminescence; inhibition, % at 9.12 µM; 640,000 compounds, 1.4% hits; in the data active = inhibition above about 32%;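 also: 0% = median of test compound wells and 100% = reference inhibitor wells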
GPR151 activ: human GPR151 activation. Q8TDV0. PathHunter beta-arrestin GPR151 cells, luminescence. activation, % at 11.2 µM. 650,000 compounds, 1% hits. AID 1508602; in the data active = activation above about 4.9%;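 also: 0% = median of compound wells and 100% = cells with positive control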
Target sequence (Q8TDV0 whole entry, looked up): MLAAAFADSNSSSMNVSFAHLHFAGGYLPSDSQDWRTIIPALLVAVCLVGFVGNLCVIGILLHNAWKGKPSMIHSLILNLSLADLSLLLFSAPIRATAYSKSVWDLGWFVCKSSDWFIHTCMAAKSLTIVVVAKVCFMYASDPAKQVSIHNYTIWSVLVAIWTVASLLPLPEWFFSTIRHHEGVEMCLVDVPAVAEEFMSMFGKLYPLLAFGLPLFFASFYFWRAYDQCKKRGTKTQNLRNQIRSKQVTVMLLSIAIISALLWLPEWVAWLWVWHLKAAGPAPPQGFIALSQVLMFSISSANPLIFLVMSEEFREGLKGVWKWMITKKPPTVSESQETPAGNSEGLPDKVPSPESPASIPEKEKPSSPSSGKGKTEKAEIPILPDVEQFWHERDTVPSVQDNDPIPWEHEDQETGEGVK
* hit, by the source's call.

Sequence of screens – GPR151 activ | FBW7 activator | MITF inh | TEAD-YAP inh
[1] COc1cc(C(=O)Nc2c(C)cccc2C(C)C)c(Br)c(OC)c1OC
  -0.4 | -0.1 | -5 | 6
[2] CCn1c(=O)cc(OCC(=O)N2CCN(c3ccc(Cl)cc3)CC2)c2ccccc21
  -0.4 | -0.2 | 12 | 12
[3] CC(=O)c1c(C)[nH]c(C(=O)COC(=O)c2nn(-c3ccccc3)c(=O)c3ccccc23)c1C
  -0.8 | 0.3 | 12 | 6
[4] O=C(CN1C(=O)NC2(CCCc3ccccc32)C1=O)N1CCCCCC1 (stereo unspecified)
  -0.8 | 0.0 | -10 | -1
[5] CCSc1nnc(-c2ccc(OC)cc2)n1N
  -0.8 | 0.1 | -12 | -10
[6] Cc1nn(C)c(C)c1-c1nc2c(NC3CC3)ncnc2n1C(C)C
  0.7 | 0.2 | 17 | -6
[7] Cc1c(CNCc2ccccc2F)c(C(=O)O)c(C)n1Cc1ccccc1F
  0.1 | -0.1 | 5 | -6
[8] Cc1[nH]c2ccccc2c1C(=O)COC(=O)c1ccc[n+]([O-])c1
  0.0 | 0.0 | 3 | 1
[9] COc1ccccc1-c1nn2c(C3COc4ccccc4O3)nnc2s1 (stereo unspecified)
  0.4 | 0.8 | 10 | -5
[10] O=C(c1ccc(I)o1)N1CCc2ccccc2C1
  1.2 | -0.3 | -12 | -28
[11] CCCCN(CCCC)CC(O)CN(c1ccc(OC)cc1)S(=O)(=O)c1ccccc1 (stereo unspecified)
  -0.8 | 0.1 | -15 | -5
[12] COc1ccc(-c2ccc(=O)n(C[C@H](C)NC(=O)c3ccncc3)n2)cc1
  0.0 | 0.0 | 2 | 10
[13] O=C(NC(=S)Nc1cccc2ccccc12)c1cccs1
  -0.1 | -0.1 | 8 | 0
[14] CN(C)C(=O)CSc1ccc(Cl)cc1
  -1.0 | 1.0 | 21 | -6
[15] CC(C)OCCCNC(=O)CCN1N=C(c2ccccc2)CCC1=O
  1.4 | -0.1 | -1 | 2
[16] COc1cc(-c2nc(Nc3ccc(Oc4ccccc4)cc3)c3ccccc3n2)cc(OC)c1OC
  3.5 | 0.2 | 19 | 29
[17] CCOC(=O)C1=CN(c2ccc(OCC)cc2)C=C(C(=O)OCC)C1c1ccc2c(c1)OCO2
  3.0 | -0.1 | -4 | 1
[18] Cc1noc(C)c1C(=O)N1CCn2c(CO)nnc2C1
  -0.7 | -0.1 | -1 | -5
[19] Cc1ccc(OCCNC(=O)c2ccc(=O)[nH]c2)cc1
  -0.9 | 0.0 | 2 | 3
[20] O=C(COc1ccc(Br)cc1)Nc1ccc(CN2CCOCC2)cc1
  0.1 | 0.1 | -1 | 12
[21] Cc1cc(OCC(=O)Nc2c(C)ccc3nsnc23)ccc1Cl
  1.0 | 0.0 | -3 | 4
[22] O=C(NCCN1CCOCC1)c1cccc(-n2nc(Cl)c3cc(Nc4ccccc4F)ccc32)c1
  -0.1 | 0.0 | 9 | -11
[23] Cc1ccc(Cl)cc1S(=O)(=O)N1CCN(c2ccc(F)cc2)CC1
  -0.3 | 0.0 | 1 | -8
[24] COc1ccc(Oc2coc3cc(OCC(=O)OC(C)C)ccc3c2=O)cc1
  0.3 | 0.2 | -2 | 9
[25] COc1ccc(C(C)=O)cc1N1C(=O)C2C3C=CC(CC3)C2C1=O (stereo unspecified)
  0.0 | 0.0 | 22 | -2
[26] Fc1cc(NCc2ccccc2)nc(NCc2ccccc2)n1
  -0.6 | 0.0 | 2 | -35
[27] COc1ccc(-n2nc3c(c2NC(=O)CCC2CCCCC2)CSC3)cc1
  0.4 | -0.1 | 0 | -2
[28] CCc1cccc(N(C(=O)c2csnn2)C(C(=O)NC(C)(C)C)c2ccc(C)o2)c1 (stereo unspecified)
  -0.2 | 0.0 | -3 | 5
[29] Cc1ccc(/C(O)=C2\C(=O)C(=O)N(C)C2c2ccc(I)cc2)cc1 (stereo unspecified)
  -0.9 | -0.2 | -4 | 2
[30] CC(C)CN(C)C(=O)CCc1nnc(Cc2cccc(C(F)(F)F)c2)o1
  0.7 | 0.0 | -9 | -45

Retrieved by compound from above, 2 records:
Sequence of screens – GPR151 activ | FBW7 activator | MITF inh | TEAD-YAP inh
[1] COc1cc(C(=O)Nc2c(C)cccc2C(C)C)c(Br)c(OC)c1OC
  -0.4 | -0.1 | -5 | 6
[23] Cc1ccc(Cl)cc1S(=O)(=O)N1CCN(c2ccc(F)cc2)CC1
  -0.3 | 0.0 | 1 | -8

Later entries:
Sequence of screens – GPR151 activ | FBW7 activator | MITF inh | TEAD-YAP inh
[31] O=C(c1ccc2cc[nH]c2c1)N1CCNCC1
  -2.0 | 0.0 | -9 | 0
[32] NC(=O)c1cc2c(ccc3ccccc32)oc1=Nc1cccc2ccccc12
  -0.2 | -0.2 | -2 | 7
[33] CC(C)=CC(=O)Nc1ccc(S(N)(=O)=O)cc1
  3.3 | 0.0 | -5 | -5
[34] Cc1nc2sccn2c(=O)c1S(=O)(=O)NC1CCCCCCC1
  2.5 | 0.0 | 12 | -2
[35] N#CCCNNC1=NS(=O)(=O)c2ccccc21
  -0.4 | 0.0 | 3 | -4
[36] O=C(NC(Nc1ccccc1F)C(=O)c1ccccc1)c1ccc(Cl)cc1 (stereo unspecified)
  0.7 | 0.2 | 9 | -2
[37] CCOC(=O)C(CC)Oc1ccc2c3c(c(=O)oc2c1C)CCC3 (stereo unspecified)
  1.2 | 0.2 | 5 | -17
[38] CC(=O)c1c(C)oc2c(Cl)cc(NS(=O)(=O)c3cccc([N+](=O)[O-])c3)cc12
  -1.3 | 0.0 | -4 | 9
[39] CCC(c1nnc(SCC(=O)Nc2cc(C)on2)n1C1CCCCC1)N(C)C (stereo unspecified)
  0.0 | -0.1 | -6 | -6
[40] CNS(=O)(=O)c1ccc2c(c1)Cc1cc(S(=O)(=O)NC)ccc1-2
  1.6 | 1.1 | -5 | -10
[41] COc1ccc(N2CCN(C(=O)c3cnn4c(C)c(Cc5ccccc5C)c(C)nc34)CC2)cc1
  -0.7 | 0.0 | 17 | -9
[42] CN(C)c1ccc(/C=C(\NC(=O)c2ccccc2)C(=O)N/N=C/c2ccccc2O)cc1
  0.1 | -0.1 | 20 | 12
[43] CC1(C)c2ssc(=S)c2-c2ccccc2N1C(=O)CN1C(=O)c2cccc([N+](=O)[O-])c2C1=O
  1.1 | 0.0 | 3 | 6
[44] CC1CC2=CCCC(C)(C)C2CC1C1Nc2ccccc2-c2nnc(SCc3ccccc3Cl)nc2O1 (stereo unspecified)
  -0.3 | 0.0 | 8 | -2
[45] Cc1ccccc1C(=O)NC(=S)NCCN1CCOCC1
  -0.3 | -0.1 | -6 | -6
[46] O=C(Nc1ccc(F)cc1)c1ccc(C(=O)Nc2ccc(F)cc2)nc1
  2.9 | 0.2 | -12 | 0
[47] CCN1CCN(C(=O)C2(C)CCCCC2)CC1
  -1.5 | 0.3 | 7 | -2
[48] CC(C)c1ccccc1OCC(O)CNCCCn1ccnc1 (stereo unspecified)
  -1.2 | -0.2 | 40 | 8
[49] C/C=N/N=C1/NC(=O)C(CC(=O)Nc2cccc(C)c2C)S1 (stereo unspecified)
  -0.5 | 0.6 | 23 | 12
[50] Cc1cc(NCCOc2ccccc2)nc(Nc2ccc3ncccc3c2)n1
  3.7 | 0.1 | 19 | 30
[51] CC(C)[C@H]1CN(C)CCN1Cc1c(C(=O)N(C)Cc2ccccc2)nc2ccccn12
  -1.0 | 0.1 | 11 | -2
[52] O=C1c2cccc([N+](=O)[O-])c2C(=O)N1c1c[nH]c(=O)[nH]c1=O
  -0.1 | -0.4 | 6 | -8
[53] O=C1NC(=S)S/C1=C\c1ccc(-c2ccc([N+](=O)[O-])cc2)o1
  0.2 | 0.0 | 11 | 5
[54] COc1cccc2sc(=NC(=O)c3ccc(Br)s3)n(C)c12
  -0.1 | 0.2 | 6 | -9
[55] COc1ccccc1NC(=O)c1c(NC(=O)C(F)(F)F)sc2c1CCC(C(C)(C)C)C2 (stereo unspecified)
  0.1 | -0.1 | -6 | -1
[56] COc1ccc(S(=O)(=O)N(CC(=O)N2CCC(C)CC2)c2ccccc2)cc1OC
  0.1 | 0.0 | 1 | 6
[57] N#Cc1c(N)n(CCNC(=O)C2CC2)c2nc3ccccc3nc12
  0.4 | -0.1 | 4 | 8
[58] O=C(OCC1CC(c2ccccc2)=NO1)c1ccc(Br)cc1 (stereo unspecified)
  -0.2 | 0.0 | -9 | -3
[59] O=C(Nc1ccc(Br)cc1)c1cccnc1N1CCOCC1
  1.3 | -0.1 | 0 | 12
[60] CN(CC(=O)Nc1ccc(F)cc1)C(=O)Cn1ccsc1=N
  -1.5 | -0.1 | -16 | -12

(further entries)
Sequence of screens – GPR151 activ | FBW7 activator | MITF inh | TEAD-YAP inh
[61] Cc1ccc(Nc2nc3ccccc3nc2NS(=O)(=O)c2ccc(Cl)cc2)cc1
  -0.9 | 0.1 | -20 | -6
[62] COCCCNC(=S)NCCNc1nc2c(C)c(C)ccc2cc1C#N
  -1.4 | -0.1 | 6 | 2
[63] Cc1ccc(N2C(=O)C3N=NN(CC(=O)Nc4cccc(Cl)c4C)C3C2=O)cc1 (stereo unspecified)
  0.0 | -0.1 | -6 | 13
[64] O=C1NCCN(CC2CCCCC2)C1CC(=O)N1CC=C(c2ccccc2)CC1 (stereo unspecified)
  -0.2 | -0.1 | 1 | 2
[65] Cc1ccc(C(=O)O)cc1N=Cc1cc([N+](=O)[O-])cc([N+](=O)[O-])c1O
  -0.4 | 0.1 | 15 | 0
[66] Cc1ccc(S(=O)(=O)NNC(=O)COc2ccc(C#N)cc2)cc1
  0.2 | -0.1 | 10 | 6
[67] CS/C(CCCNC(C)=O)=C(/C#N)c1nc2ccccc2s1
  0.4 | 0.0 | 1 | -1
[68] COC(=O)c1c(OC(C)C)cc(=O)n2c1CCN(C(=O)c1coc3c1C(=O)CCC3)CC2
  -0.9 | 0.0 | 7 | 4
[69] CCOc1ccc2nc(N3CCN(C(=O)c4cnccn4)CC3)sc2c1
  0.6 | 1.0 | 3 | -6
[70] C=C1c2ccc(OC)cc2NC(=O)N1c1ccccc1
  0.1 | 0.5 | 8 | -17
[71] Cc1ccc(-c2ccc(=O)n(CCC(=O)N3CCN(c4ccccc4)CC3)n2)cc1
  0.0 | 0.9 | 12 | 13
[72] Cn1cc(-c2ccc3cnc(Nc4ccc(-n5cnc(C(C)(C)C)n5)cc4)nc3c2)cn1
  0.7 | -0.3 | -5 | 14
[73] N=C(N)c1cccc(NC(=O)Nc2cccc(C(=N)N)c2)c1
  1.2 | 0.0 | -24 | 4
[74] Nc1c(C(=O)Nc2ccc(Br)cc2)sc2[nH]c(=O)c(C(=O)O)cc12
  1.7 | 0.0 | -12 | 4
[75] CCOc1ccc(C2=NN3C(C2)c2cc(Cl)ccc2OC3c2ccc(OCC)cc2)cc1 (stereo unspecified)
  -1.2 | 0.2 | 2 | -37
[76] COP(=O)(CN(Cc1ccccc1Cl)C(=S)Nc1c(C)cc(C)cc1C)OC
  1.1 | -0.1 | -4 | 16
[77] C=CCNC(=O)CN1CCN(C(=O)c2ccco2)CC1
  0.4 | 0.1 | 9 | 7
[78] CCN1CCN(C(c2cccs2)c2sc3nc(C)nn3c2O)CC1 (stereo unspecified)
  0.0 | 0.1 | 10 | 8
[79] O=C1CC(=O)Nc2cc(S(=O)(=O)N3CCN(C4CCCCC4)CC3)ccc2N1
  -0.8 | -0.1 | -8 | -4
[80] Cc1ccn2c(CN(C)C)c(-c3ccc(Cl)cc3)nc2c1
  -2.0 | 0.8 | 8 | -70
[81] CCOc1cc(-c2cc(N)n(S(=O)(=O)c3ccccc3)n2)cc(OCC)c1OCC
  -0.4 | -0.2 | 14 | -4
[82] Cc1c(NC(=O)NS(=O)(=O)c2ccccc2Cl)c(=O)n(-c2ccccc2)n1C
  -1.0 | 0.0 | 13 | 0
[83] COc1ccc(C(=O)COC(=O)CN2C(=O)C3C4C=CC(C4)C3C2=O)cc1 (stereo unspecified)
  0.6 | 0.1 | 15 | 2
[84] CCn1cnc2sc(C(=O)Nc3nc4ccc(Br)cc4s3)c(C)c2c1=O
  1.0 | -0.2 | -10 | 40*
[85] O=C1C2C3C=CC(C3)C2C(=O)N1/N=C/c1cc([N+](=O)[O-])ccc1Cl (stereo unspecified)
  -0.1 | 0.2 | 5 | 15
[86] Cn1c(=O)n(C)c2cc(NC(=O)CSc3nc4ccccc4s3)ccc21
  -0.3 | -0.3 | -6 | 12
[87] NCCCC[C@@H]1NC(=O)[C@H]2CN(Cc3cccc(F)c3)CCN2C1=O
  -0.1 | -0.1 | 0 | 3
[88] CCC1CCCCN1S(=O)(=O)c1ccc(NC(=O)/C=C/c2ccco2)cc1 (stereo unspecified)
  0.4 | 0.1 | 1 | 5
[89] CCc1nc(C)cn1S(=O)(=O)c1cc(C)c(OC)c(C)c1C
  3.3 | -0.1 | 2 | 17
[90] COc1ccc(N2C(=O)CN(C(=O)CCn3cccn3)CC23CCCC3)cc1
  0.8 | 0.1 | -3 | -7
[91] O=C(/C=C/n1c(=O)oc2ccccc21)c1ccccc1
  -0.6 | 0.1 | -2 | -61
[92] O=C(Nc1ccc(Cl)cn1)c1cc2nc(-c3ccc(Br)cc3)cc(C(F)(F)F)n2n1
  -0.8 | 0.1 | 21 | 2

Whole records as entered above. Screens in order: GPR151 activ	FBW7 activator	MITF inh	TEAD-YAP inh
O=C1CC(=O)Nc2cc(S(=O)(=O)N3CCN(C4CCCCC4)CC3)ccc2N1 reads -0.8	-0.1	-8	-4
Cc1ccc(S(=O)(=O)NNC(=O)COc2ccc(C#N)cc2)cc1 reads 0.2	-0.1	10	6
N=C(N)c1cccc(NC(=O)Nc2cccc(C(=N)N)c2)c1 reads 1.2	0.0	-24	4
Cc1ccc(-c2ccc(=O)n(CCC(=O)N3CCN(c4ccccc4)CC3)n2)cc1 reads 0.0	0.9	12	13
